Compound activity: PubChem, National Center for Advancing Translational Sciences (NCATS)
HCMV inh – inhibitors of human cytomegalovirus | AID 1259415 | activity change, negative = inhibition, % at 57.5 µM | actives 4.5% (n = 410,000) | HFF cells, HCMV-luciferase reporter, 72 h; active compounds read low; in the data active means activity change below about -60%; inconclusive means no clear call, values can overlap the other calls; inactive means above about -39%
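Steps: HFFs plated, 16 h 37C; compounds added; HCMV-luciferase added to MOI 1 PFU/cell; 72 h 37C; OneGlo reagent, 5 min room temperature; luminescence read, normalized to controls.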
AmpC inh detg – AmpC beta-lactamase inhibition with detergent present; P00811; AmpC hydrolysis of nitrocefin, absorbance 480 nm, 0.01% Triton; Potency, µM (titrated, usually from 114 µM), inactives show at the highest dose activity change, negative = inhibition, usual class: inhibitors; actives 0.041% (n = 370,000); AID 485294;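 further: potency means the concentration at half of the fitted maximal effect; 0% = no-compound wells and -100% = no-enzyme wells; nearly all actives have a fitted effect of over 25% in size; some results filed as inactive show a strong effect at the top dose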
Target sequence (P00811 whole entry, looked up): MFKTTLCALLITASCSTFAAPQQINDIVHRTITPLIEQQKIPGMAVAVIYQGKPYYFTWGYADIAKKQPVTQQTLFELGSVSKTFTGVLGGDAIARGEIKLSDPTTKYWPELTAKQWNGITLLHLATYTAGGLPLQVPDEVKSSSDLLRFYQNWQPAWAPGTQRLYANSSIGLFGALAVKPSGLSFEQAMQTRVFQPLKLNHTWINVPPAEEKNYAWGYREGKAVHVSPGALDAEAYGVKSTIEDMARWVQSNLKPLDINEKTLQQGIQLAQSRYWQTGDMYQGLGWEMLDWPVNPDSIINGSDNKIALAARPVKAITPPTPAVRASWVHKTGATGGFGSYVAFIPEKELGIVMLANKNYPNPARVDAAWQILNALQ
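20 mM phosphate pH 7.0 + 0.01% (detergent screen) or 0.0001% Triton X-100; 5.3 nM AmpC reagent; cpd preinc 15 min RT; nitrocefin (800 uM stock) to start; A480 q20 s × 4 min; Activity was normalised to no-enzyme and no-compound control wells.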
HCV inhibitor – inhibitors of hepatitis C virus infection; actives 3.4% (n = 340,000); Potency, µM (top dose mostly 41.8 µM), without a hit: at the highest dose activity change, negative = inhibition, usual class: inhibitors; AID 651820; Huh7.5.1 HCVcc-Cre infection, luciferase reporter, 44 h; further: potency means the concentration at half of the fitted maximal effect
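Cells (1,000/well) were plated 4 h before compound, then infected with HCVcc-Cre virus (~0.5 moi). After 44 h further culture, infection was read as luciferase luminescence following a 15 min substrate incubation at room temperature.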
Sm TGR block – inhibitors of Schistosoma mansoni thioredoxin glutathione reductase; Q962Y6; purified TGR, DTNB reduction, TNB absorbance 405 nm; Potency, µM (top dose mostly 114 µM), for inactives: top-dose activity change, negative = inhibition, usual class: inhibitors; actives 3% (n = 360,000); AID 485364; further: potency means the concentration at half of the fitted maximal effect; nearly all actives have a fitted effect of over 60% in size
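TGR 20 nM + NADPH 100 uM (dispensed conc.), cpd preinc 15 min RT; start with NADPH (500 uM addition) then DTNB (15 mM addition). Kinetic TNB absorbance, 405 nm filter. Four-parameter Hill fit across titration.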
Giardia FBPA inh – Giardia lamblia aldolase inhibition; A8B2U2; purified Giardia FBPA; Potency, µM (titrated, usually from 59.6 µM), for the others: at the highest dose activity, negative = inhibition, hits mostly inhibitors; actives 0.71% (n = 290,000); further: potency means the concentration at half of the fitted maximal effect; nearly all actives have a fitted effect of over 55% in size
Target sequence (A8B2U2 whole entry, looked up): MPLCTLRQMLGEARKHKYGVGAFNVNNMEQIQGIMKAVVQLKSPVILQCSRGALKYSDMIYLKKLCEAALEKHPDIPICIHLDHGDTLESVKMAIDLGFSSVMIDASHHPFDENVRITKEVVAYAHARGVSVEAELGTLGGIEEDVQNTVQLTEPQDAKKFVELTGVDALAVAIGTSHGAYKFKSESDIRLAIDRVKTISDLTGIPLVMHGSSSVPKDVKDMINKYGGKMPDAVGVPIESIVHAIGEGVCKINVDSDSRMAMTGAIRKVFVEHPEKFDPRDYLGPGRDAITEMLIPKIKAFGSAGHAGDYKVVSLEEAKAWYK
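Giardia FBPA (40 nM reagent) was preincubated 10 min at RT with compound (up to 57.5 uM final), then substrate plus GAPDH/TPI/NAD/arsenate coupling system with diaphorase/resazurin was added; resorufin fluorescence (525/598 nm) was read after 20 min.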
AmpC inh no detg – inhibitors of E. coli AmpC beta-lactamase without detergent; P00811; AmpC nitrocefin hydrolysis, absorbance 480 nm, 0.0001% Triton; Potency, µM (top dose mostly 57.1 µM), for inactives: top-dose activity change, negative = inhibition, usual class: inhibitors; actives 0.52% (n = 330,000);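 further: potency means the concentration at half of the fitted maximal effect; plate controls were no compound for no effect and no enzyme for full effect; nearly all actives have a fitted effect of over 20% in size; some results filed as inactive show a strong effect at the top dose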
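AmpC (5.3 nM in the dispensed reagent) in 20 mM phosphate pH 7.0 with 0.01% (detergent screen) or 0.0001% Triton X-100 was preincubated with compounds for 15 min at room temperature. Nitrocefin was then added from an 800 uM solution, and hydrolysis was followed at 480 nm.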
Active calls of the source: *; ? = inconclusive; . = not tested or not shown; [ ] = dose if it differs, or a comment. Unless noted, the call rests on the fitted dose curve; in most records, active means well fitted curve in the direction sought with a large enough effect; inconclusive means small, poorly fitted or top-dose-only effect, or another doubt; inactive means no such curve, though single readings can be large; an effect the other way counts as inactive or inconclusive. Unless noted, on the % scale 0 is the no-effect control and ±100 the full control effect. The order is random; 9.9% or so of the library scored in one or more.

[1] O=c1cc(CN2CCCc3ccccc32)nc2sccn12
[2] COc1ccc(-c2cn3ccsc3n2)cc1
[3] CC(C)CNC(=O)C(=O)NCC(c1ccc2c(c1)OCO2)N1CCOCC1 (configuration not stated)
[4] COc1ccc(CN(C(=O)c2oc3ccc(F)cc3c2C)C2CCS(=O)(=O)C2)cc1 (configuration not stated)
[5] COC(=O)c1ccc(NC(=O)C2CCN(C(=O)Nc3ccccc3)CC2)cc1
[6] COc1ccccc1CNC(=O)CCCc1ccccc1
assay / compound | 1 | 2 | 3 | 4 | 5 | 6
HCMV inh | 39 | 140 | -26 | ? | -19 | -1
AmpC inh detg | 1% | ? | 3% | ? | 5% | -12%
HCV inhibitor | 0% | 11% | 25% | -15% | ? | -5%
Sm TGR block | 28µM* | 12% | 2% | -5% | -1% | -6%
Giardia FBPA inh | ? | 1% | -4% | 4% | . | -1%
AmpC inh no detg | -18% | -23% | -4% | 109%[activator] | -15% | -11%

[7] COc1ccc2nc(N(Cc3cccnc3)C(=O)COc3ccccc3)sc2c1
[8] CC(C)(C)c1ccc(CNc2ccc([N+](=O)[O-])cn2)cc1
[9] CC(=O)Nc1cccc(NC(=O)CSc2nnc3ccc(-c4ccncc4)nn23)c1
[10] Cc1nc(N2CCCC2)ncc1C(=O)Nc1ccc(F)cc1F
[11] Cc1ccccc1N(C(=O)Cn1nnc(-c2ccc(F)cc2)n1)C(C(=O)NC(C)(C)C)c1ccncc1 (configuration not stated)
[12] Cc1ccc(N(C)C(=O)C2CCCN2S(=O)(=O)c2ccc3c(c2)n(C)c(=O)c(=O)n3C)cc1 (configuration not stated)
assay / compound | 7 | 8 | 9 | 10 | 11 | 12
HCMV inh | 42 | 106 | ? | 0 | 10 | 0
AmpC inh detg | 2% | -6% | -15% | -8% | -9% | 3%
HCV inhibitor | . | 10% | 6% | . | -19% | 2%
Sm TGR block | -1% | 0% | -3% | 0% | 9% | -5%
Giardia FBPA inh | . | -4% | . | . | -3% | -10%
AmpC inh no detg | . | -21% | -1% | . | 3% | 39%

Taken from above:
For AmpC inh detg, no. 7 reads 2%
For AmpC inh detg, no. 11 reads -9%
For Sm TGR block, no. 10 reads 0%

Compound profiles (already shown). Order of values: HCMV inh | AmpC inh detg | HCV inhibitor | Sm TGR block | Giardia FBPA inh | AmpC inh no detg
Cc1ccccc1N(C(=O)Cn1nnc(-c2ccc(F)cc2)n1)C(C(=O)NC(C)(C)C)c1ccncc1 (configuration not stated) as listed: 10 | -9% | -19% | 9% | -3% | 3%
CC(=O)Nc1cccc(NC(=O)CSc2nnc3ccc(-c4ccncc4)nn23)c1 as listed: ? | -15% | 6% | -3% | . | -1%

More compounds.
[13] COc1ccccc1CC(=O)NCc1nn(-c2ccccc2)nc1C
[14] COc1ccc(OCc2ccc(-c3nc(C#N)c(N4CCN(c5cccc(Cl)c5)CC4)o3)o2)cc1
[15] CCCCOc1ccc(Cn2c(=O)sc3ccccc32)cc1
[16] O=C1/C(=C/c2cccc(O)c2)SC(=S)N1CC1CCCO1 (configuration not stated)
[17] O=C(COC(=O)/C=C/c1ccc(S(=O)(=O)N2CCOCC2)cc1)NCc1ccccc1
[18] Cc1cccc(-n2ccc(=O)c(C(=O)O)n2)c1
assay / compound | 13 | 14 | 15 | 16 | 17 | 18
HCMV inh | 41 | -4 | 3 | ? | -36 | 20
AmpC inh detg | 5% | 24% | 19% | 3% | -10% | -3%
HCV inhibitor | -14% | . | . | 7% | 14% | 23%
Sm TGR block | 4% | 4% | 15% | -5% | -5% | 15%
Giardia FBPA inh | -2% | . | . | -2% | 6% | -2%
AmpC inh no detg | -12% | . | . | -41% | 35% | -10%

[19] CC1CC1C(=O)Nc1nc2ccc(S(C)(=O)=O)cc2s1 (configuration not stated)
[20] CC(C)CC(OC(=O)c1ccc(Cl)nc1)C(=O)NC1CCCC1 (configuration not stated)
[21] CCOC(=O)c1ccc(-c2cccc(-c3cc(=O)oc4cc(OC)cc(OC)c34)c2)cc1
[22] O=C(c1ccc(Cl)c(S(=O)(=O)N2CCCCCC2)c1)N1CCCC(C(F)(F)F)C1 (configuration not stated)
[23] CCCCN(C(=O)c1[nH]c(C)c(C(=O)OCC)c1C)c1c(N)n(CCCC)c(=O)[nH]c1=O
[24] COc1cc(NC(=O)CSC2=Nc3ccccc3N=C(c3ccc(F)cc3)C2)cc(OC)c1
assay / compound | 19 | 20 | 21 | 22 | 23 | 24
HCMV inh | -2 | 18 | . | -22 | -6 | -6
AmpC inh detg | 4% | ? | . | 0% | -13% | 15%
HCV inhibitor | 17% | 4% | 3% | ? | -1% | .
Sm TGR block | 4% | 2% | . | -8% | 0% | -1%
Giardia FBPA inh | 14% | 3% | -5% | . | . | .
AmpC inh no detg | -12% | 2% | -9% | 48% | -9% | .

[25] CCC1CCCCN1CCNS(=O)(=O)c1ccc2c(c1)CCN2C(C)=O (configuration not stated)
[26] O=C(CN1CCN(Cc2cccc(Cl)c2)C1=O)NCC1CCCO1 (configuration not stated)
[27] CCn1c(CC(=O)Nc2ccccc2F)nnc1SCC(=O)NC1CCCCC1
[28] Brc1ccc(-c2nn[nH]n2)cc1
[29] S=C(NCc1ccco1)N1CCN(C(c2ccccc2)c2ccccc2)CC1
[30] CCOc1ncccc1C(=O)Nc1c(C)n(C)n(-c2ccccc2)c1=O
assay / compound | 25 | 26 | 27 | 28 | 29 | 30
HCMV inh | 36 | 102 | 4 | -38 | 4 | -7
AmpC inh detg | ? | -12% | ? | 7% | 4% | -11%
HCV inhibitor | -16% | 3% | 9% | 11% | ? | 4%
Sm TGR block | 10% | 0% | -1% | 13% | 16% | -7%
Giardia FBPA inh | 10% | 4% | 4% | 12% | 1% | 2%
AmpC inh no detg | -6% | -1% | 3% | -18% | -15% | -1%

[31] Cc1ccccc1C(=O)Nc1c(C(=O)N2CCCC2)cnn1-c1ccccc1
[32] CC(=O)NC1CC2CCCC(C1)N2CC(=O)Nc1ccccc1 (configuration not stated)
[33] Cc1ccc(S(=O)(=O)N2CCC(C(=O)OCC(=O)N(Cc3ccccc3)C(C)(C)C)CC2)cc1C
[34] O=C(c1ccc2c(Cl)c3c(nc2c1)CCCC3)N1CCN(c2cccc(Cl)c2)CC1
[35] O=Cc1cn(CCC(=O)O)nc1-c1cccc(Cl)c1
[36] CCCNC(=O)Cn1c(=O)n(CC(=O)N2CCCCC2)c(=O)c2sccc21
assay / compound | 31 | 32 | 33 | 34 | 35 | 36
HCMV inh | -12 | -19 | 3 | -13 | 13 | -11
AmpC inh detg | -2% | -4% | -7% | -3% | ? | 2%
HCV inhibitor | 7% | 7% | 1%[8.37 µM] | . | -1% | 12%
Sm TGR block | -2% | 3% | 2% | 5% | 0% | -12%
Giardia FBPA inh | 14% | 0% | . | . | 8% | .
AmpC inh no detg | -4% | -1% | 42% | . | 8%[2.29 µM] | -4%

[37] COC(=O)c1cc(NC(=O)CC2C(=O)OCCN2Cc2ccccc2)cc(C(=O)OC)c1 (configuration not stated)
[38] CCN(CC(=O)Nc1c(F)cccc1F)C(=O)CCOc1ccccc1
[39] O=C(CC(=O)Nc1cccc(Cl)c1)N/N=C\c1ccccc1
[40] CC(=O)C1=C(C)OC(N)=C(C#N)C1c1cccc2ccccc12 (configuration not stated)
[41] CCCc1cc(C(=O)Nc2ccc(C)cc2)no1
[42] CN(C)S(=O)(=O)c1ccc(C(=O)OCCN=C2NS(=O)(=O)c3ccccc32)cc1
assay / compound | 37 | 38 | 39 | 40 | 41 | 42
HCMV inh | 16 | -20 | -18 | 85 | 42 | 55
AmpC inh detg | -3% | 0% | 5% | -4% | ? | -8%
HCV inhibitor | . | 18% | -9% | -11% | 14% | 12%
Sm TGR block | -34% | -5% | -3% | 11µM* | ? | -16%
Giardia FBPA inh | . | . | -26% | 20µM* | 3% | 8%
AmpC inh no detg | . | 3% | -9% | -24% | -30% | -28%

[43] COc1ccc(N2CCN(C(=O)COC(=O)Cc3ccc(F)cc3)CC2)cc1
[44] CCc1ccccc1NC(=O)CSc1nc2ccccc2nc1Cc1cccc(OC)c1
[45] COc1ccc(/C=C2/SC(=O)N(CCC(=O)Nc3ccccc3)C2=O)cc1OC
[46] CCOP(=O)(C(NC(=O)c1ccccc1Cl)=C(Cl)Cl)c1ccccc1 (configuration not stated)
[47] Nc1nnc(SCC(=O)NC2CCCC2)s1
[48] Cc1ccccc1-c1nc(C#N)c(N2CCCCC2)o1
assay / compound | 43 | 44 | 45 | 46 | 47 | 48
HCMV inh | -29 | -25 | -64* | 28 | -13 | 9
AmpC inh detg | -12% | 17% | 0% | 3% | ? | -18%
HCV inhibitor | 32%[activator] | . | 25% | 6% | 19% | -7%
Sm TGR block | -2% | -12% | 1% | -13% | 1% | -14%
Giardia FBPA inh | . | . | -1% | 2% | -2% | -6%
AmpC inh no detg | 26% | . | -2% | 4% | -14% | -28%

[49] Cc1ccc(C2(c3ccc(C)cc3)CC2C(=O)NCc2cccnc2)cc1 (configuration not stated)
[50] CC(C)OC(=O)c1ccccc1C(=O)c1ccc(N)c([N+](=O)[O-])c1
[51] CC(=O)c1cccc(NC(=O)Cn2c(C)c3cnn(-c4ccccc4)c(=O)c3c2C)c1
[52] COc1ccc(C(=O)COc2ccc(NC(C)=O)cc2)cc1
[53] N#CCCn1cc(C(=O)N2CCCCC2)c(-c2cccc([N+](=O)[O-])c2)n1
[54] COCCNC(=O)/C(C#N)=C1\N=C(NC(=O)c2cccs2)c2ccccc21
assay / compound | 49 | 50 | 51 | 52 | 53 | 54
HCMV inh | -18 | 3 | -4 | 0 | 112 | -20
AmpC inh detg | 0% | -2% | -5% | -14% | -3% | -9%
HCV inhibitor | ? | -8% | . | 2% | -6% | 14%
Sm TGR block | . | . | ? | -27% | -3% | -2%
Giardia FBPA inh | 0% | -7% | . | 2% | 4% | -22%
AmpC inh no detg | 59% | -17% | . | -6% | -1% | -14%

[55] Cc1ccc(S(=O)(=O)N2CN(Cc3ccco3)c3nc4ccccc4nc32)cc1
[56] COCCN(Cc1nc2ccccc2c(=O)[nH]1)C(=O)COc1c(C)cc(Cl)cc1C
[57] O=[N+]([O-])c1ccc(-c2nc(-c3ccncc3)no2)cc1
[58] Cc1ccc(CNC(=O)C(c2ccccc2)c2ccccc2)cc1
[59] NC1=NC(=O)C(Cc2ccc(Br)cc2)S1 (configuration not stated)
[60] COc1ccc(C)cc1NC(=O)CCn1nc(C)cc1C
[61] COc1ccc(Nc2cc(C(=O)NCCCN3CCN(C)CC3)c3ccccc3n2)cc1OC
[62] CC1(OC(=O)C2CCCC2)C(=O)C=C2C=C(c3ccsc3)N(C3CC3)C=C2C1=O (configuration not stated)
assay / compound | 55 | 56 | 57 | 58 | 59 | 60 | 61 | 62
HCMV inh | ? | 3 | 88 | 23 | 0 | 11 | 22 | 3
AmpC inh detg | 1% | ? | -3% | 1% | ? | 14% | 2% | -6%
HCV inhibitor | ? | 8% | 7% | -1% | 8% | . | -3% | ?
Sm TGR block | 22µM* | 1% | -5% | -3% | -24% | 1% | 3% | -28%
Giardia FBPA inh | -14% | . | 4% | 15% | . | . | ? | ?
AmpC inh no detg | -29% | -7% | -16% | -24% | -7% | . | 26% | 7%
